# LYPLA2 counter = blocks human lysophospholipase 2, a PME1 counter-screen | O95372 | recombinant LYPLA2, FP-Rh probe fluorescence polarization | inhibition, % at 5.9 µM | hit rate 0.38% among 320,000;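 active = inhibition above the screen-wide mean plus 3 SD, limit set per campaign, cut at about 26% in these data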;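 also: 0% = LYPLA2 with DMSO and 100% = wells lacking LYPLA2 enzyme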
# Target sequence (O95372 whole entry, looked up): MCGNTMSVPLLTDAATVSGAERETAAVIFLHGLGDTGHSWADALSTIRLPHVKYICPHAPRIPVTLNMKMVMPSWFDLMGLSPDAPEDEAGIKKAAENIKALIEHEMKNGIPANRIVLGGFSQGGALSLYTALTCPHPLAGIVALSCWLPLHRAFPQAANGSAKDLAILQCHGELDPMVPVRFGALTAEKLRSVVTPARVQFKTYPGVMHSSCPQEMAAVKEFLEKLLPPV
# PAFAH2 inh = inhibitors of human PAFAH2. Q99487. recombinant PAFAH2, FP-rhodamine activity probe, fluorescence polarization. inhibition, % at 3.39 µM. hit rate 0.99% among 340,000;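 active = inhibition above the mean over all tested compounds plus 3 SD, cut at about 30% in these data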;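 also: inhibitors block probe labeling of enzyme so polarization drops; 0% = enzyme with DMSO and 100% = wells lacking PAFAH2 protein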
# GSTO1 counter = blocks human GSTO1 in RBBP9 counter-screen. P78417. recombinant GSTO1, activity-based probe fluorescence polarization. inhibition, % at 5.96 µM. hit rate 1.1% among 300,000;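 active = inhibition above the campaign mean inhibition plus 3 SD, cut at about 35% in these data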;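 also: 0% = GSTO1-1 with DMSO and 100% = wells lacking GSTO1-1 enzyme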
# Target sequence (P78417 whole entry, looked up): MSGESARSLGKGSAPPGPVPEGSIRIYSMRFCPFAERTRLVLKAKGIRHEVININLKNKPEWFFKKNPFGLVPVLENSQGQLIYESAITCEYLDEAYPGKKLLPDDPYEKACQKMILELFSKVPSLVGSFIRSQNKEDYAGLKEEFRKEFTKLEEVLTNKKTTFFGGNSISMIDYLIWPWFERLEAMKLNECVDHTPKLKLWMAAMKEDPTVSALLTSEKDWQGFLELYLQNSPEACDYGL
# PREPL inh = human PREPL enzyme inhibition; Q4J6C6; recombinant PREPL, fluorescence polarization activity-based probe; inhibition, % at 5.96 µM; hit rate 0.68% among 320,000; AID 2751; in the data active = inhibition above about 43%;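 also: 0% = enzyme with DMSO and 100% = wells lacking enzyme; many of its hits are not listed in these tables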
# ZTA DNA inh = ZTA (EBV) inhibition in EBNA-1 counter-screen; P03206; ZTA-DNA binding, fluorescence polarization; inhibition, % at 11 µM; hit rate 0.15% among 320,000; AID 2234; in the data active = inhibition above about 33%
# LYPLA1 counter = blocks human lysophospholipase 1, a PME1 counter-screen. O75608. recombinant LYPLA1, FP-Rh probe fluorescence polarization. inhibition, % at 5.9 µM. hit rate 0.16% among 320,000. AID 2174;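 active = inhibition above the mean of all tested compounds plus 3 SD, set per campaign, cut at about 14% in these data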;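 also: inhibitors block serine hydrolase probe labeling of LYPLA1 so polarization falls; 0% = enzyme with DMSO and 100% = wells lacking LYPLA1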
# Target sequence (O75608 whole entry, looked up): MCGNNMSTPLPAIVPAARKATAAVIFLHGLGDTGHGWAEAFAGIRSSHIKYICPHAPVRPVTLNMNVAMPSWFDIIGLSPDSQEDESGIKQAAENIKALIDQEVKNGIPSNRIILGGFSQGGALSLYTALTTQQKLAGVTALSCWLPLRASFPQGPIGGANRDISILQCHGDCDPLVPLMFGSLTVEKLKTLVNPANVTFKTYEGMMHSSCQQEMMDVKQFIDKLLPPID
# PAFAH1B3 FP inh = inhibitors of human PAFAH1B3. recombinant PAFAH1B3, FP-rhodamine probe, fluorescence polarization. inhibition, % at 3.39 µM. hit rate 0.28% among 340,000;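 active = inhibition above the screen-wide average of all tested compounds plus 3 SD, cut at about 25% in these data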;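 also: 0% = enzyme with DMSO only and 100% = wells lacking PAFAH1B3 protein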
# Target sequence (Q15102 whole entry, looked up): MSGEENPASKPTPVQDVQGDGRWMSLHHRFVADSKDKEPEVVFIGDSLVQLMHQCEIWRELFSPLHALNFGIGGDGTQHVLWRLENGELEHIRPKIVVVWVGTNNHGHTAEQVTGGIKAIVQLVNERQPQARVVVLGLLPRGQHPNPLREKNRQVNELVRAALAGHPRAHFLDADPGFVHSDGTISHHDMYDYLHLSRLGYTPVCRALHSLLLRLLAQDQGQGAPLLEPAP
# EBNA-1 inhibitor = blocks EBNA-1 binding to DNA | hit rate 0.34% among 300,000 | EBNA-1 DNA binding, fluorescence polarization | inhibition, % at 14.8 µM; in the data active = inhibition above about 28%
# PAD4 inh = blocks human protein arginine deiminase 4; recombinant PAD4, RCA probe fluorescence polarization; inhibition, % at 6.36 µM; AID 485272; hit rate 0.41% among 330,000; Q9UM07;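 active = percent inhibition above a cutoff equal to the mean of all tested compounds plus 3 SD, cut at about 15% in these data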;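 also: 0% = PAD4 with RCA probe and DMSO and 100% = probe without PAD4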
# Numbers without * were called inactive; / = no result given; & = joins results of further samples. These rows are one share of the data (hit frequency here may not be typical).
SMILES,LYPLA2 counter,PAFAH2 inh,GSTO1 counter,PREPL inh,ZTA DNA inh,LYPLA1 counter,PAFAH1B3 FP inh,EBNA-1 inhibitor,PAD4 inh
COc1ccc(N2CC(C(=O)Nc3nnc(C4CCCCC4)s3)CC2=O)cc1 (configuration not stated),6,8,2,4,5,-2,-1,1,-2
Cc1ccc(N(Cc2ccccc2)C(=O)c2cccc(S(=O)(=O)N3CCN(C)CC3)c2)cc1,-3,5,-1,12,8,-1,1,-10,-1
O=C(CCCc1ccccc1)Nc1cccnc1Cl,2,1,6,-7,6,0,9,-6,-6
Cc1ccc(N2C(=O)NC(NS(=O)(=O)c3ccccc3)(C(F)(F)F)C2=O)cc1C (configuration not stated),0,2,-2,1,1,-5,7,6,1
Nc1ccc(C(=O)O)c(O)c1,-1&-4&-8,-8&6&13,18&1&23,11&21&-4&-3,7&17&5,-1&-5&-3,2&-5&-2,8&0&-5,-7&-3&-2&-12
COc1cccc(NC(=O)C2CCN(C(=O)[C@@H]3Cc4ccccc4CN3)CC2)c1,2,2,2,4,5,3,-2,8,2
CC1CN(C(=O)c2ccc(COc3ccc(C(C)C)cc3)o2)CC(C)O1 (configuration not stated),7,-9,0,9,0,1,7,9,-2
CC(C)C1NC(C(=O)O)Cc2c1[nH]c1ccccc21 (configuration not stated),1,-2,-2,0,13,2,-5,4,2
CSc1nc2c(c(=O)[nH]c(=O)n2C)n1C/C=C(\C)Cl,-1,-3,1,8,7,-4,7,0,-1
Cc1nn(-c2ccccc2)c(C)c1NC(=O)COC(=O)c1cccc(OC(F)F)c1,-12,9,6,5,-8,2,6,9,-5
O=S(=O)(N/N=C\C=C\c1ccccc1)c1ccc(Cl)cc1,3,-1,4,-24,1,0,2,1,-8
O=C(c1cn(CC2CCCCC2)nn1)N1CCN(c2ccc(F)cc2)CC1,6,6,3,1,5,1,-2,0,0
CC(C)(C)OC(=O)N[C@H](/C=C/c1ccccc1)C(=O)OC(C)(C)C,-2,7,/,-2,-11,-2,8,/,-3
O=C(Nc1cccc2ccccc12)c1cc2c(cc1Br)OCO2,15,2,5,2,-5,2,4,-1,-1
CCN(CC)c1nc2ccccc2[nH]1,4,-3,2,-6,-2,3,6,8,-6
C[C@H](NC(=O)C1CCN(S(=O)(=O)c2ccccc2)CC1)C(=O)NCc1cccc(Cl)c1,10,6,0,27,-9,7,3,7,-3
O=C(O)CSCCOc1ccc(OCCSCC(=O)O)cc1,1,2,10,-2,-29,-1,-2,-3,1
Cc1cc(C)cc(OCC(=O)OCC(=O)N2CC(=O)Nc3ccccc32)c1,-2,2,0,-8,23,-1,1,-12,-2
CCC(CC)C(=O)Nc1ccc(C(=O)Nc2cc(C)on2)cc1,8,-1,-3,1,-2,4,4,8,-2
COc1cc2c(cc1OC)CN(C(=S)NC(=O)c1ccccc1)CC2,3,-1,2,19,7,4,9,6,2
COc1ccc(NC(=O)CCN2C(=O)c3ccccc3S2(=O)=O)cc1,-2,3,-4,1,6,-1,1,4,2
CC(NC(=O)CSc1nc2ccccc2c(=O)[nH]1)c1ccccc1 (configuration not stated),4,-5,-10,0,-5,0,8,-9,-7
O=c1c2sccc2nc(SCc2cc(=O)n3ccccc3n2)n1-c1ccc(Br)cc1,-8,-4,-3,0,-5,-4,3,7,-5
O=C(NC(=O)c1ccccc1)NC(=O)c1ccccc1,7,-1,-9,2,-16,1,9,-6,-7
Cc1c(C)n(C(=O)CSc2nccn2C)c2ccccc12,-3,3,7,3,-7,1,5,-3,-1
CC(C)(C)OC(=O)N/N=C/c1cn(-c2ccccc2)nc1-c1cccnc1,-1,6,3,1,6,-3,1,-2,-6
CC(=O)c1cccc(NC(=O)C2CC(=O)N(CCc3ccccc3)C2)c1 (configuration not stated),-1,-3,2,2,-1,0,2,2,-4
Cc1ccc(N(C(=O)c2ccc(S(=O)(=O)N3CCOCC3)cc2)C2C=CS(=O)(=O)C2)cc1 (configuration not stated),1,0,1,10,6,-2,4,-3,-5
Cc1cc(C(F)(F)F)n(-c2nc(C(=O)NN)cs2)n1,2,0,1,-15,-1,0,4,0,-4
CCN(CC)C(=O)CSc1nc2sc3c(c2c(=O)n1-c1ccc(C)cc1)CC(C)(C)SC3,-5,12,-3,-1,9,-5,-7,0,4
COc1ccc(N(C(=O)c2ccncc2)S(=O)(=O)c2ccc(Cl)cc2)cc1,8,7,7,3,-14,3,3,-4,2
N#Cc1ccccc1S(=O)(=O)N1CCC(C(=O)NCc2ccccc2CN2CCCC2)CC1,-5,5,/,12,6,-2,-2,/,-4
CCOCCCNC(=O)c1ccc(N2CC3CC(C2)c2cccc(=O)n2C3)c(NC(=O)Nc2cccc(OC)c2)c1 (configuration not stated),0,16,7,-2,-1,3,4,1,-2
O=C1CN(C(=O)c2ccco2)C(c2ccc(F)cc2)c2cc(Cl)ccc2N1 (configuration not stated),-1,-4,-5,-1,1,-2,9,6,-5
O=S(=O)(NCCOC12CC3CC(CC(C3)C1)C2)c1cccc2nsnc12,-4,1,7,6,-10,-1,0,2,-2
O=[N+]([O-])c1cc(-c2nnc(Nc3ccccc3)c3ccccc23)ccc1N1CCOCC1,2,-5,-3,8,7,-2,11,3,1
CCCCCCCCN1[C@@H](CC(=O)OC)c2cc(F)ccc2S1(=O)=O,5,-6,6,-1,-13,2,0,-3,3
Cc1cccn2c(CN3CCCC(c4ccccc4)C3)c(C(=O)N3CCOCC3)nc12 (configuration not stated),1,3,0,15,7,0,-3,10,9
COc1ccc(CCC(=O)O)c(O)c1,8,-1,15,-3,-3,-1,13,0,1
O=C(O)CS(=O)(=O)CC(=O)NCc1cccc(C(F)(F)F)c1,12,-4,-3,4,-14,4,7,10,3
CCCCN(C(=O)CCCSc1nc2ccccc2[nH]1)c1c(N)n(Cc2ccccc2)c(=O)[nH]c1=O,-2,-4,-3,-1,11,0,15,3,-1
CCOC(=O)C1=C(CSc2nc(-c3ccccc3)ccc2C#N)OC(N)=C(C#N)C1c1cccnc1 (configuration not stated),-23,-24,-13,-25,0,-13,7,-1,-32
O=C(NCc1cccs1)C(NS(=O)(=O)c1cccc2nsnc12)c1ccccc1 (configuration not stated),-3,-2,-1,-5,15,-2,7,12,-1
CCOc1cc(-c2nc(-c3cc(OC)c(OC)c(OC)c3)no2)cc(OCC)c1OCC,-2,/,-5,3,8,-1,/,0,-1
O=C(CSc1nc(Nc2ccccc2)nc(N2CCOCC2)n1)Nc1ccc(Br)cc1F,2,-3,3,4,-7,0,-6,-2,-2
COc1cccc(NC(=S)NC(=O)Cc2ccc(Cl)cc2)c1,-2,1,5,-26,-16,-1,5,0,0
O=C(c1cc(F)ccc1F)C1CCCN(C(=O)CCc2cnccn2)C1 (configuration not stated),6,6,4,4,-12,0,12,3,3
Cn1nc(C(F)(F)F)c2cc(C(=O)NC3CC3)sc21,9,-9,3,13,11,-2,9,-4,3
C=CCNC(=O)C1CCN(S(=O)(=O)c2ccc(Br)cc2)CC1,5,-1,2,7,6,4,4,-1,1
CCC(C)(C)c1nnc(NC(=O)c2ccc([N+](=O)[O-])cc2)s1,2,4,2,12,3,2,0,0,0
CC(c1ccncn1)N(C)Cc1nc(Cc2ccccc2F)no1 (configuration not stated),-3,-6,5,11,-4,-2,-1,-8,4
COc1ccc(-c2csc(NCCc3nc4cc(C(=O)NCCCO)ccc4n3Cc3ccc(C)cc3)n2)cc1,-4,-8,5,2,6,-8,2,10,-6
Cc1noc(C)c1C(=O)N1CCN(CCc2ccccc2)CC1,2,2,7,12,5,-4,7,1,-2
Cc1ccc(S(=O)(=O)CC(=O)N2CCN(c3ccc([N+](=O)[O-])cc3)CC2)cc1,/,-5,/,-12,/,/,2,/,-7
CCOc1ccc(Nc2nc(N)nc(CSC(=S)N3CCOCC3)n2)cc1,1,4,6,13,-10,-2,0,-10,10
c1ccc(-c2ccccc2OCCCN2CCCCC2)cc1,0,3,-1,8,7,-2,0,4,-1
COc1cc([C@@H]2c3cc4c(cc3[C@H](O)[C@H]3COC(=O)[C@H]23)OCO4)cc(OC)c1OC,8,-1,0,7,-12,1,2,5,-3
O=C(NCC(=O)N1CCc2ccccc2C1)c1ccc(Cl)cc1Cl,-2,-6,3,-2,-3,3,3,-8,1
COc1ccc(/C(C)=N/Nc2ncc(Cl)cc2Cl)c(O)c1,0,-2,-3,6,1,-2,12,2,1
Cc1n[nH]c(C)c1CCNC(=O)C1CCC(=O)N(CCc2cccc(F)c2)C1 (configuration not stated),2,-7,-4,4,3,3,6,-2,-1

# Part of the list above in another layout.
COc1cc2c(cc1OC)CN(C(=S)NC(=O)c1ccccc1)CC2
  LYPLA2 counter = 3	PAFAH2 inh = -1	GSTO1 counter = 2	PREPL inh = 19	ZTA DNA inh = 7	LYPLA1 counter = 4	PAFAH1B3 FP inh = 9	EBNA-1 inhibitor = 6	PAD4 inh = 2

Cc1cccn2c(CN3CCCC(c4ccccc4)C3)c(C(=O)N3CCOCC3)nc12 (configuration not stated)
  LYPLA2 counter = 1	PAFAH2 inh = 3	GSTO1 counter = 0	PREPL inh = 15	ZTA DNA inh = 7	LYPLA1 counter = 0	PAFAH1B3 FP inh = -3	EBNA-1 inhibitor = 10	PAD4 inh = 9

# Entries of single compounds as entered above. Screens in order: LYPLA2 counter, PAFAH2 inh, GSTO1 counter, PREPL inh, ZTA DNA inh, LYPLA1 counter, PAFAH1B3 FP inh, EBNA-1 inhibitor, PAD4 inh
# Entry for CCN(CC)C(=O)CSc1nc2sc3c(c2c(=O)n1-c1ccc(C)cc1)CC(C)(C)SC3 → -5, 12, -3, -1, 9, -5, -7, 0, 4
# Entry for O=C(NC(=O)c1ccccc1)NC(=O)c1ccccc1 → 7, -1, -9, 2, -16, 1, 9, -6, -7

# Next part
SMILES,LYPLA2 counter,PAFAH2 inh,GSTO1 counter,PREPL inh,ZTA DNA inh,LYPLA1 counter,PAFAH1B3 FP inh,EBNA-1 inhibitor,PAD4 inh
O=c1c(N2CCOCC2)coc2ccccc12,2,-10,1,-3,-19,1,4,5,1
C[C@H](CO)N1C[C@H](C)[C@@H](CN(C)C(=O)Nc2ccc(C(F)(F)F)cc2)Oc2c(NC(=O)Cc3ccccc3)cccc2C1=O,/,4,/,13,/,/,13,/,-2
Cc1c(NC(=O)c2cc3c(=O)n4ccccc4nc3s2)c(=O)n(-c2ccccc2)n1C,-4,-7,-9,-2,5,2,-4,-1,3
Cc1ccc(NS(=O)(=O)c2ccc(OCC(=O)Nc3cccc([N+](=O)[O-])c3)c(C)c2)cc1,-64,-47,-24,-2,-3,-35,-23,-3,-1
Cn1c(=O)c2[nH]c(Nc3ccccc3)nc2n(C)c1=O,5,7,-6,6,-2,-3,-4,-1,1
O=C(CNc1cccc(S(=O)(=O)N2CCCC2)c1)Nc1ccc(F)cc1F,-3,-3,2,9,-9,-4,6,0,-3
C/C(=C/Cc1c(O)cc2oc(C)cc(=O)c2c1O)COC1OC(CO)C(O)C(O)C1O (configuration not stated),-4,11,32,-3,-3,1,-5,-1,-6
COc1ccccc1NC(=O)CC1C(=O)NCCN1C(=O)Nc1ccccc1 (configuration not stated),-1,-4,5,0,13,-1,1,-7,-6
CN1CCN(NC(=O)c2ccc(Cl)cc2Cl)CC1,-1,-2,1,-7,-18,-4,-1,-9,4
COCCCN1Cc2cccc(C(=O)O)c2C1=O,4,0,-2,-3,-4,0,-11,3,-5
O=S1(=O)CC/C(=N\Nc2ccc(F)cc2)c2ccsc21,-2,1,-4,-35,-3,-1,1,-11,-2
COC(=O)c1cn(C(=O)c2cc(C)cc(C)c2)c2ccccc12,0,4,15,3,16,-1,1,16,-3
CC(C)N(Cc1ccccc1)C(=O)CCS(=O)(=O)c1ccc2c(c1)oc(=O)n2C,2,1,1,-1,-10,2,6,-18,-1
CC1CCCN(C(=O)CN2C(=O)CSc3ccc(S(=O)(=O)N4CCOCC4)cc32)C1 (configuration not stated),2,0,1,-2,4,-1,2,-18,2
Cc1nn(-c2ccccc2)c2nc(=O)n(-c3ccccc3)cc12,-2,8,12,-1,-3,0,7,7,-3

# Compound activity as filed in PubChem.
